Growth percent in the NCI-60 one-dose screen (48 h, 10 µM unless noted): 100 = growth as untreated, 0 = no growth, -100 = all killed.
MALME-3M: MALME-3M melanoma. hit rate 5.8% among 78,000
HS 578T: HS 578T breast cancer; hit rate 4.1% among 78,000; AID 1794788
T-47D: T-47D breast cancer. hit rate 5% among 79,000
UACC-257: UACC-257 melanoma; hit rate 4.4% among 78,000; AID 1794764
UACC-62: UACC-62 melanoma; hit rate 5.4% among 81,000; AID 1794756
MCF7: MCF7 breast cancer. hit rate 6.3% among 82,000
BT-549: BT-549 breast cancer; hit rate 4.4% among 78,000; AID 1794793
LOX IMVI: LOX IMVI melanoma; hit rate 7.4% among 79,000
Starred values were filed as active, the others as inactive; · = not tested or not shown; & = joins results of further samples. How the source made its calls: active means growth percent below 10; inactive means the rest.

SMILES	MALME-3M	HS 578T	T-47D	UACC-257	UACC-62	MCF7	BT-549	LOX IMVI
Cn1cnc2c1c(=O)n(CCC(=O)Nc1ccc(F)cc1)c(=O)n2C	97	106	90	·	·	101	91	102
COc1ccc2nc(-c3ccc(Cl)cc3)cc(C(=O)N3N=C(c4ccc(N)cc4)CC3c3ccccc3)c2c1 (stereo unspecified)	63	48	39	67	37	12	44	40
CC(=O)O[C@H]1CC[C@]2(C)[C@H]3CC[C@@H]4[C@H]5[C@H](C(C)C)CC[C@]5(C(=O)NCCN(CCN=C(N)N)CCN=C(N)N)CC[C@@]4(C)[C@]3(C)CC[C@H]2C1(C)C	111	118	87	104	119	99	114	103
CCOCCNC1=C(Cl)C(=O)c2ccccc2C1=O	106	92	91	98	101	69	107	71
CSc1nc(-n2ncc(C#N)c2N)c2c3c(sc2n1)CCC3	92	103	108	102	91	84	103	90
S=C(S)Oc1cccc2cccnc12	91	96	107	108	96	96	98	99
O=C(O)c1ccc(-n2cc(CSc3nc4ccccc4c(=O)n3-c3ccccc3)nn2)cc1	103	97	92	117	99	96	102	96
Cc1cc(-n2cccc2)c(C)c2c1[nH]c1ccc(Cl)cc12	107	87	64	98	74	85	101	99
CSc1ncc(CO)c(N)n1	101	133	95	107	100	98	111	102
C=CCN1CCN(c2ccncc2S(=O)(=O)N2CCN(C)CC2)CC1	102	104	94	104	105	98	98	93
CCOC(=O)c1c2c(n3ccc(NC(=O)CCN4CCCCC4)cc13)C(=O)c1ncccc1C2=O	-72*	40	45	21	-51*	-61*	58	-64*
COc1ccc(/C=C2\SC(=S)N(/C=C(/C#N)C(=O)c3ccc4ccccc4c3)C2=O)cc1OC	66	43	40	82	64	59	66	62
COc1cccc(-n2cc(C#N)c(N)c2C(=O)c2ccc(Cl)cc2)c1	102	101	83	96	89	94	100	94
C[C@]12CC[C@@H]3c4ccc(OCC(=O)O)cc4CC[C@H]3[C@@H]1CCC2=O	·	95	114	93	97	130	102	86
Nc1n[nH]c2cccc(C#Cc3cccc(NC(=O)c4cc(F)cc(F)c4)c3)c12	83	78	27	93	54	41	96	50
CS(=O)(=O)OCCCS(=O)(=O)O	148	112	104	97	100	103	99	105
CC(=O)Nc1c(Cl)c(Cl)c2c(c1Cl)Cc1cc(Cl)ccc1-2	96	83	75	95	74	69	96	52
COC(C)(c1ccccc1)c1ccc(-c2ccccc2)cc1 (stereo unspecified)	99	95	84	112	93	77	·	103
COc1ccc(C2=NOC3C(O)[C@@H]4OCC(O4)[C@H]23)cc1 (stereo partly specified)	96	96	84	·	90	95	92	99
Nc1ccc(C(=O)Nc2ccccc2)cc1	105	98	96	109	98	88	98	100
COc1ccc(N=C2C(=Nc3ccc(OC)cc3)N(c3ccc(N(C)C)cc3)C(=S)N2c2ccc(OC)cc2)cc1	73	20	91	76	98	85	75	86
C=C(C)[C@@H]1CCC=C2CC[C@]3(C)[C@H](CC[C@@H]4[C@@]5(C)Cc6c([nH]c7ccccc67)C(C)(C)[C@@H]5CC[C@]43C)[C@H]21	98	107	96	102	96	93	99	98
COc1ccc(Cl)cc1Nc1nc(C(F)(F)F)ccc1C(=O)N/N=C/c1cc(OC)c(OC)c(OC)c1	-6.9*	-11*	30	55	-48*	18	16	-61*
CCCCCc1cc(Cl)cc(Cl)c1O	96	112	101	121	98	94	·	98
CCOC(=O)c1cnc2c(-c3ccccc3Br)cnn2c1	126	107	90	106	80	98	·	91

Molecules from the list above containing a carbonyl joined to an NH by a bond outside any ring:
SMILES	MALME-3M	HS 578T	T-47D	UACC-257	UACC-62	MCF7	BT-549	LOX IMVI
Cn1cnc2c1c(=O)n(CCC(=O)Nc1ccc(F)cc1)c(=O)n2C	97	106	90	·	·	101	91	102
CC(=O)O[C@H]1CC[C@]2(C)[C@H]3CC[C@@H]4[C@H]5[C@H](C(C)C)CC[C@]5(C(=O)NCCN(CCN=C(N)N)CCN=C(N)N)CC[C@@]4(C)[C@]3(C)CC[C@H]2C1(C)C	111	118	87	104	119	99	114	103
CCOC(=O)c1c2c(n3ccc(NC(=O)CCN4CCCCC4)cc13)C(=O)c1ncccc1C2=O	-72*	40	45	21	-51*	-61*	58	-64*
Nc1n[nH]c2cccc(C#Cc3cccc(NC(=O)c4cc(F)cc(F)c4)c3)c12	83	78	27	93	54	41	96	50
CC(=O)Nc1c(Cl)c(Cl)c2c(c1Cl)Cc1cc(Cl)ccc1-2	96	83	75	95	74	69	96	52
Nc1ccc(C(=O)Nc2ccccc2)cc1	105	98	96	109	98	88	98	100
COc1ccc(Cl)cc1Nc1nc(C(F)(F)F)ccc1C(=O)N/N=C/c1cc(OC)c(OC)c(OC)c1	-6.9*	-11*	30	55	-48*	18	16	-61*

Next part
SMILES	MALME-3M	HS 578T	T-47D	UACC-257	UACC-62	MCF7	BT-549	LOX IMVI
Cc1ccc[n+](CCC(N)=O)c1	79	87	92	103	101	94	110	82
Cn1cnc2c(Cl)ncnc21	111	·	89	97	92	95	102	103
Cc1ccc(S(=O)(=O)OC[C@@]2(C)CC[C@]3(C)CC[C@]4(C)C(=CC[C@@H]5[C@@]6(C)CCCNC(C)(C)[C@@H]6CC[C@]54C)[C@@H]3C2)cc1	-76*	-20*	-83*	-59*	-69*	-62*	77	-100*
CCOC(=O)c1c(N2CCOCC2)[nH]c(=O)c(C=Nc2ccc(Cl)cc2)c1O	117	111	70	96	77	95	98	45
CCN1C2=C(Sc3ssc(=S)c31)SC1c3cccn3CCN1C2=O (stereo unspecified)	112	108	87	96	102	81	103	88
COc1cc(CCn2nnc3c(NCCN4CCOCC4)ncnc32)cc(OC)c1	111	108	98	85	100	97	101	100
O=C(CCCCl)Nc1nc(-c2ccccc2)nc2c1sc(=S)n2-c1ccccc1	119	98	75	101	87	84	103	86
COC(=O)CC1=C(c2ccc([N+](=O)[O-])cc2)CCC1=O	·	114	101	109	100	104	110	95
O=C1CCC(=O)N1CN1CCN(c2cc(=O)n(-c3ccccc3)c3ccccc23)CC1	113	98	97	104	103	95	111	97
COc1cc(-c2c3c(cn2CCN2CCCCC2)-c2oncc2CC3)cc(OC)c1OC	110	99	·	109	90	91	105	98
COc1ccc(-c2nn(-c3cccc(Cl)c3)cc2C=C2C(=N)NC(=O)NC2=N)cc1	95	102	94	105	99	84	126	104
CCN(CC)CCCNc1nccc2ccc(Cl)cc12	111	109	106	91	108	94	93	95
O=C(c1ccccc1)c1ccccc1-c1ccccc1	49	-6.4*	27	55	34	18	·	32
Cc1ccc2[nH]c(=S)cc(S)c2c1	92	100	92	92	68	65	105	93
COc1ccc(-c2nc3cc(C)ccc3n2CC(=O)N=Nc2c(O)[nH]c3ccc(Br)cc23)cc1	-59*	20	-2.6*	1.6*	-43*	·	-41*	-82*
COC(=O)c1ccccc1-n1cc([C@]2(OC(C)=O)CC[C@H]3[C@@H]4CCC5=CC(=O)CC[C@@H]5[C@H]4CC[C@@]32C)nn1	87	88	102	97	86	97	111	97
Cc1cc(O)c(=O)cc2c1C[C@H]1CC(C)(C)/C=C/C[C@]3(C)Oc4cc(=O)c(O)cc(C)c4C[C@H]3C[C@H](O)[C@@]1(C)O2	-8.2*	19&30	-2.5*	-6.6*	-41*	7.2*	1.9*	6.8*
CS(=O)(=O)c1ccc(/C(=N/N=C(N)N)c2ccc(F)cc2)cc1	97	93	94	77	75	15	98	54
OCc1cnccc1NCCCCOc1ccccc1	100	108	92	100	96	84	110	95
O=c1onc(-c2cc3ccccc3nc2Cl)n1-c1ccc(F)cc1	90	88	74	100	67	79	83	96
O=c1c2c3c(sc2[nH]c(=S)n1-c1ccc([N+](=O)[O-])cc1)CCCCC3	97	103	99	92	87	83	114	96
NC(=O)N/N=C1\CCn2cccc21	117	104	107	103	101	114	110	103
C/C(=N\N=C(/C)c1ccc(C)cc1)c1ccc(C)cc1	·	119	98	114	102	95	93	107
COc1cc2c(cc1O)CC[C@@H]1[C@@H]2CC[C@]2(C)[C@@H](OCCCN(C)C)CC[C@@H]12	-76*	-38*	-49*	-77*	·	-69*	-54*	-92*
c1ccc(N=NN2CCOCC2)cc1	·	106	110	100	106	95	108	103

The last 3 entries of the part before open the next one.
SMILES	MALME-3M	HS 578T	T-47D	UACC-257	UACC-62	MCF7	BT-549	LOX IMVI
C/C(=N\N=C(/C)c1ccc(C)cc1)c1ccc(C)cc1	·	119	98	114	102	95	93	107
COc1cc2c(cc1O)CC[C@@H]1[C@@H]2CC[C@]2(C)[C@@H](OCCCN(C)C)CC[C@@H]12	-76*	-38*	-49*	-77*	·	-69*	-54*	-92*
c1ccc(N=NN2CCOCC2)cc1	·	106	110	100	106	95	108	103
COc1ccc(/C=c2\nc3n(-c4ccccc4)c4nnc(NN)n4n-3c2=O)cc1	91	97	93	107	79	95	98	84
C/C(=N/NC(N)=S)c1sc(Nc2cccc(O)c2)nc1C	93	75	90	113	88	88	86	96
C[N+]1=C(C(I)C(I)c2ccc(N)cc2)C(C)(C)c2ccccc21 (stereo unspecified)	97	91	74	96	91	89	96	57
COc1ccc(C(=O)/C=C/c2cc(-c3ccc4c(c3)OCO4)n[nH]2)cc1OC	94	79	44	109	89	27	41	48
O=C(CNc1nc(-c2cccc([N+](=O)[O-])c2)cs1)Nc1ccccc1[N+](=O)[O-]	104	105	105	107	96	97	95	109
N#Cc1nnn(-c2ccc(S(N)(=O)=O)cc2)c1NCC(=O)c1ccccc1	96	98	95	88	96	93	98	94
O=C1CCC(NNC(=O)c2ccc([N+](=O)[O-])cc2)N1 (stereo unspecified)	103	99	110	98	99	98	114	98
O=[N+]([O-])c1ccc(-c2nnc(Cn3c(Cc4cccc5ccccc45)nc4ccccc43)o2)cc1	66	95	61	57	62	57	71	75
CC(=O)c1nnc(CCC(=O)c2nc3ncccc3[nH]2)o1	92	98	103	102	93	103	126	95
Cn1c2nc3ccccc3c-2nc2ccccc21	115&116	87&83	72&79	94&108	91&87	68&77	93&91	86&100
COc1cc(/C=C(\C)c2ccc3c(c2)OCO3)cc(OC)c1OC	115	93	65	105	72	93	89	92
Cc1ccc(S(=O)(=O)N2CCc3ccc(O)c4c3C2Cc2cc(Cl)ccc2-4)cc1 (stereo unspecified)	57	63	65	63	57	23	·	69
CC(=O)Oc1ccc(C2=Cc3ccc(OC(C)=O)cc3OC2C)cc1 (stereo unspecified)	·	43	88	81	45	49	43	44
CC1=C(I)[C@@]2(CCCO)c3cc4c(cc3CC[C@@]2(C)[C@@H]1C)[nH]c1ccccc14	84	86	61	88	71	45	·	77
Cc1ccc(-c2cn3cc([N+](=O)[O-])ccc3n2)cc1	103	97	47	87	83	35	54	58
COc1cc(N2C(=O)CC(c3ccc4c(c3)OCO4)C3C2=NC(=O)N3C)cc(OC)c1OC (stereo unspecified)	106	102	90	116	105	99	105	109
Cn1cc(-c2csc(-c3c[nH]c4ccc(Br)cc34)n2)c2ccnc(Cl)c21	112	69	26	17	69	47	84	26
CCN(CC)CCNC(=O)c1ccc(-c2nc3ccc4[nH]ncc4c3c3c2CCCC3)cc1	79	42	45	97	34	62	60	46
CC(C)CC(Nc1nc(-c2ccccc2)cs1)c1cn(C)c2ccccc12 (stereo unspecified)	85	85	80	83	86	77	96	76
CCSc1nc(N)c(Br)c(Sc2nc(N)nc3nc[nH]c23)n1	48	91	61	82	66	70	86	55
COc1ccccc1-n1cc(C#N)c(N)c1C(=O)c1ccc(Cl)cc1	60	75	88	87	46	32	93	68
C(=N\Nc1ncc(-c2cc3cc4c(cc3o2)OCO4)s1)/c1ccco1	25	71	35	80	89	14	49	-49*
S=c1[nH]nc(-c2ccc3c(c2)OCO3)n1-c1cccnc1	93	111	104	98	97	93	107	96
O=C(C[n+]1ccccc1)c1ccc(-c2ccccc2)cc1	·	110	109	98	105	107	108	94
CCCCNC(=O)NS(=O)(=O)Cc1ccccc1	117	107	113	104	104	97	104	107

Further entries.
SMILES	MALME-3M	HS 578T	T-47D	UACC-257	UACC-62	MCF7	BT-549	LOX IMVI
O=C1OC(c2ccccc2)(N(Nc2ccccc2)c2ccccc2)c2ccccc21 (stereo unspecified)	107	99	80	93	81	100	106	82
O=C(/C=C/c1ccccc1F)c1cccc(OCCCOc2cccc(C(=O)/C=C/c3ccccc3F)c2)c1	108	102	99	104	95	105	113	96
COc1ccc(/C=C/c2nc3ccccc3nc2NNC(=O)Nc2cccc(Cl)c2)cc1	93	64	42	94	62	45	40	73
O=C1c2c(c3c4cccnc4[nH]c3c3ccc4ccccc4c23)C(=O)N1O	63	71	41	76	24	21	45	-32*
Nc1ccc(-c2ccc(N)c(Br)c2)cc1Br	55	79	41	78	33	18	34	40
CCCS(=O)(=O)Nc1ccc(C(=O)/C=C2/C(=O)Nc3ccc(F)cc32)cc1	94	101	93	103	82	52	110	81
CC[C@H](c1ccc2cc(OC)ccc2c1)C(C)(C)C(=O)F	140	·	104	86	96	96	84	81
COc1cc(Nc2c3ccc(Cl)cc3nc3ccc(OC)cc23)c2ncccc2c1	32	65	49	60	36	40	56	29
CCC(CC)NCC(C)O (stereo unspecified)	104	139	·	91	105	108	118	97
O=C1[C@H]2Cc3c([nH]c4ccccc34)[C@@H](c3ccc(Cl)cc3)N2C(=O)CN1C1CCN(Cc2c(Cl)cccc2Cl)CC1	66	88	85	102	82	87	97	-89*
Nc1nc(-c2ccc(Cl)cc2)cc(-c2ccc(OCc3nc4ccccc4[nH]3)cc2)n1	99	109	76	99	83	80	101	89
COc1ccc(/C(C)=N/NC(=O)CSc2nc3ccccc3c(=O)n2CCc2ccc(S(N)(=O)=O)cc2)cc1	-21*	30	22	26	27	59	64	28
O=C(O)c1ccc(-n2cc(CNc3ccccc3)c(-c3ccccc3)n2)cc1	85	93	93	·	99	83	96	92
COc1ccc(/C=C/c2ccc(/C=C/C(=O)c3ccc(Cl)cc3)cc2)cc1	103	·	83	101	105	90	93	95
